ERG Ets-DNA blk: inhibitors of human ERG Ets domain-DNA interaction; Potency, µM (doses to about 76.9 µM), inactives show at the highest dose FP activity, negative = inhibition, actives largely listed as inhibitors; AID 624246; actives 0.028% (n = 370,000); P11308; fluorescence polarization, His-ERG Ets domain / labelled DNA; active means well fitted inhibition curve with a large enough effect in the polarisation, with a control signal flat; inconclusive means small, poorly fitted or top-dose-only effect, or effect the other way, or a change in a side signal; inactive means no such curve, though single readings can be large or run the other way; the % refers to the polarisation;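 further: polarization taken with two DNA probes labelled with fluorescein and Texas red; potency means the concentration at half of the fitted maximal effect; % of control where 0% means no effect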
Target sequence (P11308 whole entry, looked up, the tested form may be a part): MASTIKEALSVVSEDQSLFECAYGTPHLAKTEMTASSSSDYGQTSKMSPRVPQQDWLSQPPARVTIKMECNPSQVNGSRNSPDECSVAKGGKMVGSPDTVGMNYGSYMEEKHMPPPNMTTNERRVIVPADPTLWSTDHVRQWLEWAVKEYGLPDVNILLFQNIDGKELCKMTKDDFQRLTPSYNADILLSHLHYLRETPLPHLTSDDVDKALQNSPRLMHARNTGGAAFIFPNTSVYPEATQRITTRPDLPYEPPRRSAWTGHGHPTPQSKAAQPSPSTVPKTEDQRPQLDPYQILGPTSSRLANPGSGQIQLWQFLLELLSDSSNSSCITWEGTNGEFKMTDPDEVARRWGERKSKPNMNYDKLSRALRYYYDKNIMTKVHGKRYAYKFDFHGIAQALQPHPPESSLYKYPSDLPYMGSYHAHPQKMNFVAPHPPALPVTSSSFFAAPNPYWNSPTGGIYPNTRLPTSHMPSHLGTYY
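His-tagged ERG Ets domain (1 uM in the protein solution; 300mM KCl, 50mM Tris-HCl, 1mM EDTA, 1mM DTT, pH 7.5) received compound, then a probe mix of 5 nM fluorescein-DNA and 100nM Texas-615-DNA. Fluorescence polarization was read for both dyes.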
ALOX12 inh: blocks human arachidonate 12S-lipoxygenase | purified 12hLO, xylenol orange hydroperoxide absorbance | Potency, µM (series often up to 108 µM), without a hit: at the highest dose activity change, negative = inhibition, most hits filed as inhibitors | actives 1.1% (n = 580,000) | AID 1671190; further: potency means the concentration at half of the fitted maximal effect; on the % scale 0 is the no-effect control and ±100 the full control effect
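Purified human 12hLO (150 nM final) in 25 mM Hepes, 0.01% Triton X-100, pH 7.0 was preincubated 15 min at room temperature with compound. Then 40 uM arachidonic acid was added, 30 min. Hydroperoxide was read by Fe-XO absorbance ratio 573/405 nm.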
RGS4 inhibitor: inhibitors of human regulator of G protein signaling 4; Potency, µM (top dose mostly 114 µM), for the others: at the highest dose activity change, negative = inhibition, usual class: inhibitors; Transcreener GDP fluorescence polarization, RGS4-accelerated GTP hydrolysis; actives 0.039% (n = 390,000); P49798; AID 504845; further: potency means the concentration at half of the fitted maximal effect; on the % scale 0 is the no-effect control and ±100 the full control effect; nearly all actives have a fitted effect of over 75% in size; some results filed as inactive show a strong effect at the top dose
Target sequence (P49798 whole entry, looked up): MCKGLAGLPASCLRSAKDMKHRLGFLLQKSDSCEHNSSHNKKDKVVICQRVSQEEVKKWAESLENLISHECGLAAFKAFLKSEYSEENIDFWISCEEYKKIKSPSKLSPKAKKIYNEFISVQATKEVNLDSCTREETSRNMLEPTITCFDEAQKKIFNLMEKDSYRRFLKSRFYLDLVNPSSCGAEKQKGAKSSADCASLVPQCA
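MLSMR compounds (23 nl, pin-transferred) preincubated 10 min at room temperature with a 500nM (2x) first reagent, then RGS4 at 900nM (2x) plus Transcreener GDP mix added; fluorescence polarization (620/688 nm) read before and after 90 min at 30 °C.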
Vif-A3F inh: blocks the Vif interaction with APOBEC3F. Potency, µM (top dose mostly 46.1 µM), for inactives: at the highest dose activity, negative = active. actives 0.2% (n = 390,000). AID 602313. HeLa A3F-eYFP + Vif (tagged APOBEC3F with the HIV-1 protein that degrades it), YFP fluorescence increase; further: potency means the concentration at half of the fitted maximal effect; % of control where 0% means no effect; nearly all actives have a fitted effect of over 65% in size
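HeLa cells stably expressing A3F-eYFP plus Vif, plated and incubated overnight at 37 deg C, then exposed to compounds overnight at 37 deg C. Blocked degradation read as raised yellow fluorescence (Ex 488/Em 500-530).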
LDHA inh: blocks human lactate dehydrogenase A; P00338; purified LDHA, NADH/diaphorase-resazurin fluorescence; active compounds read low; activity change, % (values are at about 110 or 230 µM); actives 0.15% (n = 480,000); in the data active means activity change below about -30%; inconclusive means mostly about -25% to -30%;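 further: plate controls were DMSO wells for no effect and wells without enzyme for full effect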
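Human LDH5 (2 nM) was incubated with 0.06 mM NADH and 0.2 mM pyruvate for 5 min at room temperature in Tris pH 7.4. Remaining NADH was coupled through diaphorase/resazurin, and resorufin fluorescence was read at 0 and 20 min.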
D2 agonist: agonists of human D2 dopamine receptor. actives 0.53% (n = 340,000). AID 485358. HEK293 T-REx D2 cells, calcium flux agonist mode. activation, % at 2 µM;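 active means activation over 3 SD above normal in the single-dose calcium agonist read, cut at about 30% in these data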; further: 0% is about no effect
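In this primary screen, compounds producing a positive calcium signal within 180 s of addition to tetracycline-induced, force-coupled HEK293 Trex D2 cells are flagged; cells are dye-loaded with a no-wash calcium kit beforehand.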
GRP78 ERSR act: induces the endoplasmic reticulum stress response in human glioma cells | U87-MG GRP78 promoter luciferase reporter, 16 h | Potency, µM, for inactives: top-dose activation, actives largely listed as activators | actives 0.02% (n = 420,000) | AID 602332; further: potency means the concentration at half of the fitted maximal effect; series mostly up to about 76 µM; % of control where 0% means no effect; nearly all actives have a fitted effect of over 35% in size
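Stably transfected U87-MG human glioma cells carrying a GRP78-based luminescent sensor were seeded at 1000 cells/well, pin-dosed with compounds and incubated 16 h. Luciferase reagent was then added, and end-point luminescence was read after 10 min at room temperature.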
Vif-APOBEC3G blk: inhibitors of Vif-APOBEC3G interaction; Q9HC16; HeLa A3G-eYFP + Vif (tagged APOBEC3G with the HIV-1 protein that degrades it), YFP fluorescence, overnight; Potency, µM (titrated, usually from 46.1 µM), for the others: top-dose activity, negative = active, most hits filed as inhibitors; actives 0.076% (n = 410,000);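 further: potency means the concentration at half of the fitted maximal effect; on the % scale 0 is the no-effect control and ±100 the full control effect; nearly all actives have a fitted effect of over 60% in size; hits raise eYFP signal because A3G escapes Vif-driven loss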
Target sequence (Q9HC16 whole entry, looked up): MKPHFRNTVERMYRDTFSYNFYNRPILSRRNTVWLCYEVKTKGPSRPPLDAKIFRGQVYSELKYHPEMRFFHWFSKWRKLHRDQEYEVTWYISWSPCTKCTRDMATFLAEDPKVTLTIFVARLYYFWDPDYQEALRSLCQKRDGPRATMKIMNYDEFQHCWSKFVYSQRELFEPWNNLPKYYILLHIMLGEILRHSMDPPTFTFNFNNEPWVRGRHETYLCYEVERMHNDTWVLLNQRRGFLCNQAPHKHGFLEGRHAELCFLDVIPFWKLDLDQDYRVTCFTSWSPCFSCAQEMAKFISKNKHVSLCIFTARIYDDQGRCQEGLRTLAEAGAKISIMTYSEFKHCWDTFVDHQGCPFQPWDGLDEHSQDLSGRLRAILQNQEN
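Read-out is eYFP fluorescence (Ex 488/Em 500-530) from Vif-expressing HeLa A3G-eYFP cells; more signal means A3G escaped Vif-mediated degradation. Cells plated overnight, compound pinned in, incubated overnight at 37 deg C.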
D2 antagonist: antagonizes the human D2 dopamine receptor; inhibition, % at 10 µM; AID 485344; HEK293 TREx D2 cells, calcium flux, dopamine EC80; actives 2% (n = 340,000); in the data active means inhibition above about 30%; further: 0% is about no effect
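Calcium flux kinetic readout in an inducible HEK293 TREx D2 line plated overnight at 30 C. After 180 s compound exposure, an EC80 dopamine challenge follows with another 180 s kinetic read to detect antagonism.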
Starred values were filed as active, the others as inactive; ? = inconclusive; . = no result given; & = joins results of further samples; [ ] = dose if it differs, or a comment. Unless noted, the call rests on the fitted dose curve; in most records, active means well fitted curve in the direction sought with a large enough effect; inconclusive means small, poorly fitted or top-dose-only effect, or another doubt; inactive means no such curve, though single readings can be large; an effect the other way counts as inactive or inconclusive. A portion of the library (hit frequency here may not be typical).

SMILES	ERG Ets-DNA blk	ALOX12 inh	RGS4 inhibitor	Vif-A3F inh	LDHA inh	D2 agonist	GRP78 ERSR act	Vif-APOBEC3G blk	D2 antagonist
COc1cccc(CSc2nnc(C(F)(F)F)n2Cc2ccc(F)cc2)c1	9%	-3%	-1%	0%	-1	.	0%	1%	.
COc1ccc(C(=O)NCc2cccc(Cl)c2)cc1S(=O)(=O)N1CCOCC1	-7%	-16%	13%	5%	-8	0.4	-2%	-1%	14
CNc1ncc(Cc2ccccc2)s1	5%	12%	-16%	3%	-1	-0.1	-3%	-1%	-10
CCC(C)(C(=O)NC1CCCCC1)N(Cc1cccs1)C(=O)c1ccc(=O)[nH]c1 (configuration not stated)	-3%	-3%	-28%	-5%	-4	3.0	0%	1%	0
O=C(NCCCO)c1ccc2[nH]c3c(c2c1)CCCC3	7%	0%	-18%	-1%	0	.	1%	-1%	.
Cc1cc(OCC(=O)Nc2ccccn2)c2c(C)c(C)c(=O)oc2c1	38%[activator]	11%	-12%	-1%	0	1.0	-1%	-1%	0
CCC1CCCCN1S(=O)(=O)c1ccc(NC(=O)c2cc(=O)c3c(C)cc(C)cc3o2)cc1 (configuration not stated)	-2%	-10%	13%	2%	-6	0.2	-3%	-2%	.
COc1ccc(NC(=O)Cn2c(-c3ccccc3)cc(C(C)=O)c2C)c(OC)c1	-1%	-5%	-15%	-10%	-7	-1.4	-5%	-1%	-3
CCCn1c(N2CCN(S(=O)(=O)Cc3ccccc3)CC2)nc2ccccc21	3%	0%	-47%	-3%	-2	15	-4%	-21%	6
N#Cc1ccc(/C=N/NC(=O)CCc2ccc(S(=O)(=O)N3CCOCC3)cc2)cc1	-3%	-8%	36%	-1%	1	0.1	-4%	1%	-15

Only Vif-APOBEC3G blk and RGS4 inhibitor, for 2 of the compounds above:
mol,Vif-APOBEC3G blk,RGS4 inhibitor
N#Cc1ccc(/C=N/NC(=O)CCc2ccc(S(=O)(=O)N3CCOCC3)cc2)cc1,1%,36%
Cc1cc(OCC(=O)Nc2ccccn2)c2c(C)c(C)c(=O)oc2c1,-1%,-12%

Continued.
SMILES	ERG Ets-DNA blk	ALOX12 inh	RGS4 inhibitor	Vif-A3F inh	LDHA inh	D2 agonist	GRP78 ERSR act	Vif-APOBEC3G blk	D2 antagonist
CN(CC(=O)Nc1ccc(SC(F)F)cc1)C1CCCCC1	0%	-6%	-2%	-20%	1	-0.6	4%	-2%	-8
COc1c(C)cc(C(=O)C2CCCN(C(=O)c3cc(C4CC4)[nH]n3)C2)cc1C (configuration not stated)	10%	0%	3%	3%	-1	-0.2	-1%	0%	1
Cc1sc2ncn(CC(=O)N3CCN(c4ccc(Cl)cc4)CC3)c(=O)c2c1S(=O)(=O)N1CCN(c2ncccn2)CC1	-5%	-11%	-3%	0%	-2	0.7	0%	-3%	.
Cc1ccc(CNC(=O)c2cccc(NC(=O)N3CCSc4ncccc43)c2)cc1	-10%	0%	-3%	-6%	-4	.	-1%	-4%	.
CCOC(=O)c1cnn(-c2ncnc3sc4c(c23)CCC4)c1N	.	13%&6%	0%	-8%	-13&-6	0.4	-4%	-8%	30
CCCCCC(=O)N1C[C@H](O)[C@@H](n2cc(-c3ccc(F)cc3)nn2)C[C@@H]1c1ccccc1	.	-18%	.	1%	1	.	-5%	1%	.
O=C(CCCCCNC(=O)c1ccccc1)N/N=C/c1ccco1	9%	-12%	7%	1%	0	1.1	-1%	0%	19
CCOC(=O)N1CCN(C(=O)COC(=O)Cc2ccc(OC)cc2)CC1	2%	12%	-4%	3%	-17	-0.1	-1%	0%	-20
Cc1onc(-c2ccccc2)c1C(=O)NC(=S)NNC(=O)c1ccco1	6%	?	-38%	7%	-3	7.6	1%	1%	0
O=C(CSc1nnc(NC(=O)c2c(F)cccc2F)s1)NC1CCCC1	1%	-19%	-12%	1%	-8	0.6	-2%	0%	12
CC(=O)c1ccc(S(=O)(=O)Nc2ccc3c(c2)OCO3)cc1	0%	-18%	-20%	-10%	7	.	-4%	-3%	.
CCc1ccc2[nH]c(=O)c(C3C(C#N)=C(N)Oc4c3ccc3cccnc43)cc2c1 (configuration not stated)	-3%	-30%	-31%	7%	7	-1.0	-5%	-16%	0
COCCN(Cc1cn[nH]c1-c1ccc2cc(OC)ccc2c1)C(C)C	2%	31%[activator]	-1%	-10%	-6	-1.0	1%	5%	-10
CCOc1ccc(Cl)cc1CNCCCSc1ncccn1	7%	?	13%	1%	1	-2.0	-3%	-1%	-15
S=C(Cc1ccc(Cl)cc1)N1CCOCC1	-3%	?	-26%	-2%	-5	-0.7	0%	0%	0
CN(C(=O)Nc1cnc2ccccc2c1)c1ccccc1	-3%	-3%	1%	3%	-7	-0.7	5%	3%	-11
C=C(C)CNC(=S)Nc1nc2c(cc1C(=O)OCC)CCCC2	0%	-1%	12%	2%	-4	0.4	8%	-13%	0
O=C(Cn1c(C(F)(F)F)nc2ccccc21)N1CCCC1	-11%	0%	5%	2%	-1	.	-2%	2%	.
COc1ccc(C(=O)/C=C(\N)C(F)(F)F)c(O)c1	-3%	40µM*	-17%	-10%	-2	0.7	-3%	0%	-9
CC1Cc2ccccc2N1c1ncnc2c1nnn2Cc1ccccc1Cl (configuration not stated)	-9%	0%	-43%[11.4 µM]	-3%	-3	-1.2	-3%	2%	-17
COc1ccc(CCNC(=O)c2cc(S(=O)(=O)N3CCOCC3)ccc2N2CCCC2)cc1OC	5%	-7%	7%	-24%	-7	-1.1	-2%	-3%	-12
CCc1nnc(NC(=O)Cn2nc(-c3ccccc3OC)ccc2=O)s1	-15%	-13%	-14%	-18%	-3	-0.2	-1%	2%	1
COC(C(=O)Nc1ccnn1C1CCN(Cc2ccc(C)s2)CC1)c1ccccc1 (configuration not stated)	7%	-3%	-6%	-12%	-9	0.3	6%	1%	11
CCN(Cc1ccccc1)S(=O)(=O)c1cc(C(=O)NC(C)C2CC3CCC2C3)ccc1OC (configuration not stated)	0%	-26%	-2%	9%	-3	0.4	-5%	5%	-29
CCC(=O)N1CCCC(C(=O)Nc2ccc3cn[nH]c3c2)CC1 (configuration not stated)	.	9%	.	.	4	.	1%	-1%	.
Cc1ccc(S(=O)(=O)CCC(=O)OC(C)C(=O)NC2CCCCC2C)cc1 (configuration not stated)	.	?	25%	11%	-10	0.2	-4%	0%	7
Cc1ccc(C2=NN(CCC(=O)NCCCN3CCOCC3)C(=O)CC2)cc1	7%	2%	1%[56.9 µM]	-3%	-3	0.4	-3%	1%	1
Nc1ccc(-c2nc3ccc(-c4nc5ccc(N)cc5[nH]4)cc3[nH]2)cc1	.	263%[activator]	27µM*	.	-2	.	-6%&-5%&-2%&-2%	4%	.
CCc1nnc(NC(=O)c2ccc(COc3ccccc3Cl)o2)s1	7%	-11%	8%	-17%	-6	-0.6	-4%	-2%	6
CCN1C(=O)c2ccccc2Sc2ccc(NC(=O)Cc3ccc(OC)c(OC)c3)cc21	-3%	-17%	21%	0%	-4	0.2	-5%	3%	.
O=C(NCC(O)CN1CCOCC1)c1ccc([N+](=O)[O-])cc1 (configuration not stated)	0%	-4%	24%[11.4 µM]	-1%	-16	1.6	-3%	2%	16
CC(C)CC(=O)c1c[nH]c(C(=O)NCCc2ccccn2)c1	-1%	-25%	36%	2%	-17	-0.2	-1%	0%	17
CCOc1ccc(CC(=O)NCC2(N3CCCCC3)CCCCC2)cc1	-16%	-18%	-4%	-4%	-9	0.0	-4%	-2%	19
COc1cc(OC)c2ccc(=O)oc2c1C(CC(=O)N1CCCC(C)C1)c1ccc2c(c1)OCO2 (configuration not stated)	-5%	?	-13%	7%	-2	-1.1	-4%	-1%	-17
CC1(C)CC(CC(=O)O)C(=O)O1 (configuration not stated)	3%	-15%	16%	-1%	-17	1.7	-3%	2%	28
CC(=O)NC(CC(=O)O)c1ccc(F)cc1 (configuration not stated)	2%	-8%	-27%	10%	-2	0.2	-1%	0%	2
COc1ccc(/C(C)=N/NC(=S)Nc2cc(C)ccc2C)cc1	2%	45µM*	12%	-3%	4	-0.3	-2%	-22%	15
N#Cc1ccc(OCC(=O)Nc2ccc3[nH]c(=O)[nH]c3c2)cc1	-7%	-5%	-9%	-13%	-15	0.0	-3%	0%	-33
O=C([C@H]1O[C@@H](n2ccc(=O)[nH]c2=O)[C@H](O)[C@@H]1O)N1CCC(F)(F)CC1	.	-8%	.	.	-3	.	-6%	1%	.
Cc1ccc(C)c2[nH]c(=O)c(CN(Cc3cccnc3)C(=S)NCc3ccco3)cc12	2%	2%	?	-5%	0	-0.2	-5%	1%	-14
CC1SC(C)C(=O)N(CC(=O)NC2CCCCC2)C1=O (configuration not stated)	-10%	6%	-26%	-6%	-6	-0.5	-1%	5%	-5
COc1ccc(N(C(=O)C(C)C)S(=O)(=O)c2ccc3c(c2)n(C)c(=O)n3C)cc1	-13%	4%	-43%	-3%	2	-0.2	0%	-9%	8
O=C1NC(=O)C(Cc2ccc(Cl)cc2)(c2ccccc2)N1 (configuration not stated)	-2%	-10%	-13%	3%	-4	.	-3%	-3%	.
COc1cc(OC)cc(C(=O)OCn2nnc3ccccc3c2=O)c1	-6%	29%	-9%	0%	0	0.3	-3%	0%	-2
CCCC(CCC(=O)Nc1nccs1)C(=O)O (configuration not stated)	3%	-10%	4%	1%	-8	-0.9	2%	1%	-9
